Compound activity as filed in PubChem.
FBPA coupling cs – qHTS Assay for Inhibitors of Fructose-1,6-bisphosphate Aldolase from Giardia Lamblia: Coupling assay counterscreen. coupling enzyme system counterscreen, AmpLite Red fluorescence. activity change, negative = inhibition, % at 58.2 µM, hits read low. actives 0.67% (n = 290,000). AID 2472, 2010; in the data active = activity change below about -30%; note: % is set by controls: 0 for no effect and ±100 for the full control effect
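Activity here indicates interference with the coupling reaction, not aldolase inhibition. Compounds at 57.5 uM final met coupling enzymes for 10 min at RT; substrate and AmpLite Red detection followed, with a 525/598 nm fluorescence read after 20 min.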
GALK inh – qHTS Assay for Inhibitors of Human Galactokinase (GALK). Potency, µM (series often up to 57.5 µM), inactives show top-dose activity change, negative = inhibition, most hits filed as inhibitors. actives 0.007% (n = 270,000). Purified GALK, Kinase-Glo residual ATP luminescence. AID 1868, 2009; note: potency is the fitted concentration of half-maximal effect; % is set by controls: 0 for no effect and ±100 for the full control effect
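Compounds were pin-transferred into ATP buffer (35 uM final), then GALK plus galactose (5 nM, 100 uM final) was added. After 1 h at room temperature, Kinase-Glo Plus was added and luminescence read after 10 min.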
Tb PFK inh – qHTS Assay to Find Inhibitors of T. brucei phosphofructokinase | actives 0.17% (n = 330,000) | ATP-dependent 6-phosphofructokinase (Trypanosoma brucei brucei), O15648 | Potency, µM (titrated, usually from 57.5 µM), for inactives: at the top dose activity, negative = inhibition, actives largely listed as inhibitors | T. brucei PFK, ADP-Glo luminescence;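 note: potency is the fitted concentration of half-maximal effect; 0% = uninhibited 1x PFK enzyme wells and -100% = no-enzyme wells; nearly all actives have a fitted effect of over 60% in size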
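PFK 1.25 nM, F6P 0.5 mM, ATP 0.1 mM, 0.1 M TEA pH 8.0, 5 mM MgCl2, 0.01% Tween20, 0.1% BSA; 45 min RT. ADP-Glo readout. qHTS titration up to 57 uM; curves fitted, compounds curve-classed.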
Giardia kill – Small Molecules that selectively kill Giardia lamblia: qHTS | Giardia lamblia trophozoite viability | activity change, % at 7.66 µM, hits read low | actives 0.15% (n = 340,000); in the data active = activity change below about -80%; inconclusive = between about -30% and that limit;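 note: parasites exposed to compound for two days anaerobically before the ATP read; % is set by controls: 0 for no effect and ±100 for the full control effect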
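Viability, read as ATP luminescence: trophozoites at 100 cells/well, compound added, 48 hrs anaerobic at 37 deg C, then 15-30 min room-temperature development before reading.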
CXXC DNA block – qHTS Fluorescence Polarization Assay for Inhibitors of MLL CXXC domain - DNA interaction; Histone-lysine N-methyltransferase 2A (Homo sapiens), Q03164; MLL-CXXC / FITC-HOXA9 DNA fluorescence polarization; Potency, µM (titrated, usually from 115 µM), for the others: at the highest dose activity change, negative = inhibition, most hits filed as inhibitors; actives 0.037% (n = 290,000); AID 2662, 2010; active = well fitted inhibition curve with a large enough effect in the polarisation, with a control signal flat, not every such curve was filed as active; inconclusive = small, poorly fitted or top-dose-only effect, or effect the other way, or a change in a side signal; inactive = no such curve, though single readings can be large or run the other way; the % refers to the polarisation; note: potency is the fitted concentration of half-maximal effect
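Fluorescence polarization: 7 uM MLL-CXXC (stock) preincubated 5 min with compounds, then 50 nM fluorescein-HOX-A9 DNA (stock) added; 30 min ambient. Buffer 50 mM Tris-HCl pH 7.5, 50 mM NaCl, 1 mM DTT, 0.05% BSA.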
A-T KAP1 phos – qHTS Assay for Identifying a Potential Treatment of Ataxia-Telangiectasia. […] A-T fibroblasts, KAP-1 phosphorylation AlphaLISA; neocarzinostatin DNA damage 30 min before lysis. actives 0.19% (n = 320,000). Potency, µM (highest dose often 57.5 µM), for the others: at the top dose activation, usual class: activators; note: potency is the fitted concentration of half-maximal effect; % of control where 0% means no effect; nearly all actives have a fitted effect of over 45% in size
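hTERT-immortalized A-T patient fibroblasts ([…]), 500 cells/well in OPTI-MEM, 1% FBS, got compounds for 60 min, then NCS for 30 min at 37C. Lysates were then assayed for phospho-KAP-1 by AlphaLISA (anti-pKAP1 donor, anti-KAP1 acceptor beads), 6 hr at 25C.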
KCNH2 WT inh – qHTS for Inhibitors of KCHN2 3.1: Wildtype qHTS. activity change, % at 1.84 µM. Voltage-gated inwardly rectifying potassium channel KCNH2 (Homo sapiens), Q12809. actives 0.37% (n = 340,000). U2OS, BacMam KCNH2, thallium flux FluxOr; hits give low values;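 active = maximum activity change below -70%; inconclusive = maximum activity change between -70% and -50%; inactive = maximum activity change above -50%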; note: % is set by controls: 0 for no effect and ±100 for the full control effect
Target sequence (Q12809 whole entry, looked up): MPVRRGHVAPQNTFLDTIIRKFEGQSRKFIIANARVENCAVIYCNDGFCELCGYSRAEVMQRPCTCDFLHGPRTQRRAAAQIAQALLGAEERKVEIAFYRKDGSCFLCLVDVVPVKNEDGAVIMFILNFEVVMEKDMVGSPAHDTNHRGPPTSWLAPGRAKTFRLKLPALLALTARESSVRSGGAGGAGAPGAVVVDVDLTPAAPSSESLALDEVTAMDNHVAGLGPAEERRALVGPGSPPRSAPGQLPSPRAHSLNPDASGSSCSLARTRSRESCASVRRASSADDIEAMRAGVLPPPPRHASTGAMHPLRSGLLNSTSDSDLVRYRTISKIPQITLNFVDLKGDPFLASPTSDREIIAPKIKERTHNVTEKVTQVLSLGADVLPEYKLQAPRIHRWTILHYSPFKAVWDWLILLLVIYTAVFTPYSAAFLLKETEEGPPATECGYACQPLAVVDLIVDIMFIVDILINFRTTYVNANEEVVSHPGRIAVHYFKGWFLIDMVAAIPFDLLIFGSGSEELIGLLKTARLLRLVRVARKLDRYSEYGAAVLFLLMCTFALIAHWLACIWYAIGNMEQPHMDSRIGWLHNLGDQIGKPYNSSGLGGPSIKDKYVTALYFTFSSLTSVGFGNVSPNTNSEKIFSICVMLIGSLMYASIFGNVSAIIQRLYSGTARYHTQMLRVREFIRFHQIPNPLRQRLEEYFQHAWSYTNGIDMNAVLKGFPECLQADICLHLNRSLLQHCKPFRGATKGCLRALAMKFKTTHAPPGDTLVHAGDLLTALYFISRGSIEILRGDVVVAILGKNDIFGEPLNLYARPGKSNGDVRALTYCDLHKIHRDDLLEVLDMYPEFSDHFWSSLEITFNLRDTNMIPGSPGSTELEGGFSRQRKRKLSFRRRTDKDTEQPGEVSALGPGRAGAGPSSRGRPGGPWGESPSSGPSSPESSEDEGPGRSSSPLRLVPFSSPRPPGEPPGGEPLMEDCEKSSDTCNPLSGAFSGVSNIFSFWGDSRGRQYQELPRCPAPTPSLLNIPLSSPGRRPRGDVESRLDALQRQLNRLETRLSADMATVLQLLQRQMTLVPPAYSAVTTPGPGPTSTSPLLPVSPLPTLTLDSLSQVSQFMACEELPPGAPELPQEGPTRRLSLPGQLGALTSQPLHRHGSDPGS
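U2OS cells were transduced with wild-type KCNH2 virus (2.03 x 10^8 / mL) for 4 h at room temperature, then cultured overnight at 37 C. Thallium flux was read with FluxOr dye. Rate constants were normalized to DMSO controls.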
TSHR antagonist – Antagonists of the Thyroid Stimulating Hormone Receptor: HTS campaign. Thyrotropin receptor (Homo sapiens), P16473. TSHR-expressing cells, TSH-stimulated cAMP HTRF, 2 h; hits give low values. activity change, negative = inhibition, % at 11.5 µM. actives 0.2% (n = 330,000);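 active = activity change below a set negative limit, meaning inhibition stronger than a set level, cut at about -70% in these data; inconclusive = activity change between two set negative limits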; note: % is set by controls: 0 for no effect and ±100 for the full control effect
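Inhibition of cAMP made by TSHR-expressing cells under TSH stimulation (4nM final, EC80; 2 h, 37 deg C) is quantified with a one-step lysis HTRF kit, anti-cAMP cryptate versus cAMP-d2.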
TCR act – Activators of T cell receptors: qHTS campaign; 330,000 tested, under 10 active; Potency, µM (series often up to 9.22 µM), without a hit: at the highest dose activation of IL-2 secretion, most hits filed as activators; primary human leukocytes, anti-CD3, IL-2 HTRF, 48 h; note: % of control where 0% means no effect
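Primary human leukocytes receive a-CD3 beads and test compound and are incubated 48 hr. Secreted IL-2 is then assayed by HTRF, measuring 665nm acceptor emission after 320nm excitation of the europium donor.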
Chronic BCR inh – qHTS Assay to Find Inhibitors of Chronic Active B-Cell Receptor Signaling | actives 0.05% (n = 340,000) | ABC-DLBCL IkBa-CBG/CBR reporter, luminescence ratio, 4 h | Potency, µM (doses to about 46.1 µM), without a hit: at the top dose ratio change, negative = lower green/red ratio, hits mostly inhibitors | AID 493014, 2011; active = well fitted inhibition curve with a large enough effect in the signal ratio, with a control signal flat, not every such curve was filed as active; inconclusive = small, poorly fitted or top-dose-only effect, or effect the other way, or a change in a side signal; the % refers to the signal ratio;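 note: potency is the fitted concentration of half-maximal effect; plate controls were basal doxycycline-induced cells for no effect and cells given 10 µM MG132 for full effect; MG132 reads +100%, hits lower the ratio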
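Compounds up to 46 uM were incubated four hours with TMD8 cells whose green CBG68 luciferase is fused to IkappaBalpha; red CBR luminescence normalised the signal, and concentration-effect curves were fitted to fusion, red and ratio data.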
An asterisk follows results filed as active; ? = inconclusive; nt = no result given; [ ] = another dose, or the depositor's remark. Unless noted, calls come from the whole dose curve; as a rule, active = well fitted curve in the direction sought with a large enough effect; inconclusive = small, poorly fitted or top-dose-only effect, or another doubt; inactive = no such curve, though single readings can be large; an effect the other way counts as inactive or inconclusive.

SMILES | FBPA coupling cs | GALK inh | Tb PFK inh | Giardia kill | CXXC DNA block | A-T KAP1 phos | KCNH2 WT inh | TSHR antagonist | TCR act | Chronic BCR inh
O=C(NCCc1c[nH]c2ccccc12)C1CCC(=O)N(CCc2cccc(F)c2)C1 (configuration not stated) | -1 | 4% | -1% | 12 | -8% | -2% | -7 | -8 | -2% | 2%
O=C(NCCc1cccs1)C12CN(Cc3ccccc3)CC1C(c1cccc([N+](=O)[O-])c1)=NO2 (configuration not stated) | -2 | 0% | 0% | 12 | -2% | 11% | -13 | 7 | 1% | 15%
Cc1nnsc1C(=O)NC1CCCc2c1cnn2-c1ccc(C(C)(C)C)cc1 (configuration not stated) | -1 | -1% | 0% | 9 | 3% | -6% | -11 | -49 | -2% | ?
O=C(CN1CCN(Cc2ccccc2)CC1)NCC1COc2ccccc2O1 (configuration not stated) | 1 | 2% | 1% | 3 | 2% | 2% | 17 | -3 | -3%[46.1 µM] | 0%
COc1ccc(S(=O)(=O)N2CCOC2CNC(=O)C(=O)NCCc2c[nH]c3ccccc23)cc1C (configuration not stated) | 1 | nt | -4% | 55[activator] | 9% | 5% | 7 | -1 | 6% | -16%
Cc1ccc(S(=O)(=O)N(C)c2ccc(OC(=O)c3ccc(N4CCCC4=O)cc3)cc2)cc1 | -3 | 1% | -2% | -13 | 30%[activator] | 5% | nt | 19 | 8% | 1%
CCOC(=O)c1sc(N)c(C(=O)Nc2ccccc2OC)c1C | 0 | 1% | ? | 1 | 9% | 3% | 7 | -6 | 10% | 0%
Cc1ccc(C(=O)N2CCN(C(=O)CN3CCCC3)C2)cc1 | 1 | 1% | 0% | -18 | 1% | 2% | 5 | 1 | -8% | 0%
CN(CC(=O)Nc1ccc(F)cc1[N+](=O)[O-])Cc1ccccc1 | 6 | 3% | 0% | 30[activator] | -6% | 6% | -17 | 1 | -38% | ?
O=C(c1cc2ccccc2oc1=O)N1CCSC1c1ccco1 (configuration not stated) | 0 | 0% | 8% | -4 | -2% | -3% | 4 | 10 | 5% | ?
CCN(CC(=O)Nc1ccc(OC)cc1)C(=O)c1ccc([N+](=O)[O-])cc1 | 0 | 5% | -2% | 10 | -6% | 0% | 1 | 4 | 3% | 10%
O=C(Nc1cccc(O)c1)c1cc2nc(-c3ccccc3)cc(-c3ccccc3)n2n1 | 0 | -1% | 1% | 9 | 8% | 3% | 5 | -9 | -4%[46.1 µM] | 3%
CCCCCOC(=O)C1=C(C)NC(=O)NC1c1ccccc1 (configuration not stated) | -1 | 0% | 0% | -2 | 14% | 4% | 3 | -6 | 5% | 3%
COCC(=O)N1CCC(Oc2cccc(C(=O)NCc3ccccn3)c2)CC1 | 2 | 3% | -2% | -16 | 8% | -1% | -18 | 4 | -4% | -2%
COc1ccc(OC)c(S(=O)(=O)N2CCC(C(=O)NCc3ccc4c(c3)OCO4)CC2)c1 | nt | -4% | 0% | 4 | 2% | 18% | -13 | -11 | 1% | 2%
CSCC[C@H](NC(=O)COc1ccc(Cl)cc1)c1nc2ccccc2[nH]1 | 1 | nt | -9% | 8 | 6% | 1% | -3 | 24 | -1%[46.1 µM] | -9%
N#CC1=C(N)Oc2cc(O)c(Cl)cc2C1c1ccccc1F (configuration not stated) | 11 | 2% | 0% | -5 | ? | 2% | -9 | -22 | 3% | 5%
O=C(COc1ccccc1)NCC(c1ccco1)N1CCN(c2ccccc2)CC1 (configuration not stated) | nt | nt | 4% | -9 | nt | -1% | -5 | -5 | 4% | 3%
O=C1CC(c2nc3ccccc3[nH]2)CN1c1cccc(C(F)(F)F)c1 (configuration not stated) | 0 | nt | -6% | 12 | 17% | 6% | 5 | 3 | -4% | 1%
CC(C)(C)NS(=O)(=O)c1ccc(NC(=O)Cc2ccccc2[N+](=O)[O-])cc1 | 2 | 0% | 0% | 1 | 1% | 4% | 3 | 20 | 15% | ?
CCSc1ncc(Cl)c(C(=O)Nc2ccccc2)n1 | 0 | -6% | -5% | -8 | 10% | 1% | 8 | -11 | 1%[46.1 µM] | 17%
CSc1ccc(CN(C)C(=O)CN2C(=O)NC3(CCCC3)C2=O)cc1 | nt | nt | 1% | 1 | nt | -5% | -6 | 14 | -3% | ?
CCOC(=O)N1CCN(C(=O)C(=O)Nc2sc3c(c2C#N)CC(C)(C)OC3)CC1 | nt | -8% | -1% | -19 | -2% | -2% | -2 | 21 | -2% | 10%
Cc1ccc(NC2OC(CO)C(O)C2O)cc1[N+](=O)[O-] (configuration not stated) | -1 | nt | -10% | -15 | -8% | -4% | -15 | 14 | -3%[46.1 µM] | 4%
CCN(C(=O)c1cc2c(=O)n3cccc(C)c3nc2n1CCCOC)C1CCCCC1 | nt | 1% | -4% | -13 | ? | 35µM* | 4 | -14 | -1% | ?
C=CCN(CC=C)S(=O)(=O)c1ccc(NC(=S)NC(=O)Cc2ccc(OC)cc2)cc1 | 2 | -3% | 4% | -8 | 5% | 2% | 5 | -25 | 0% | 8%
COc1ccc(NC(=O)Nc2ccc3c(c2)C(=O)N([C@H](C)CO)C[C@H](C)[C@@H](CN(C)S(=O)(=O)c2ccccc2)O3)cc1 | nt | nt | 4% | -8 | nt | 9% | 8 | 7 | 1% | 0%
COc1ccc(NC(=O)CCn2ccnc2)c(OC)c1 | 5 | nt | -7% | -1 | 2% | 5% | 18 | 0 | -1% | 0%
Cc1cc2[nH]c(=O)cc(-c3ccccc3)n2n1 | 0 | 0% | -2% | -18 | 8% | -8% | 36 | 41 | 12% | ?
NS(=O)(=O)c1cccc(NC(=O)CCSc2ccccc2Cl)c1 | 1 | 0% | -3% | -3 | 4% | 5% | 0 | 3 | -3%[46.1 µM] | ?
COc1ccc(Cc2nnc(NC(=O)Cc3cccs3)s2)cc1OC | 3 | -3% | -12% | -25 | -6% | 1% | -34 | -3 | -7%[46.1 µM] | 16%
CCC(=O)N1CCN(c2ccccc2NC(=O)Cc2ccccc2)CC1 | -4 | 1% | -24% | 11 | 3% | 19% | 3 | 22 | -2% | 18%
CCOC(=O)C1CCN(C(=O)c2ccc(C)c(S(=O)(=O)N3CCCC3)c2)CC1 | nt | -6% | 0% | 11 | -13% | 19% | -2 | 14 | -6% | 7%
O=C1c2cccc3cccc(c23)C(=O)N1CCc1ccccc1 | -10 | 0% | 0% | 7 | 8% | 10% | 9 | -22 | -1% | 15%
COc1cccc(OCc2ccc(C(=O)NCC3CCCO3)cc2)c1 (configuration not stated) | 2 | nt | -6% | -3 | 1% | -1% | 1 | 1 | 2%[46.1 µM] | -6%
CCCC(c1nnnn1C1CCCC1)N1CCN(c2ccccc2F)CC1 (configuration not stated) | 0 | 1% | 0% | 4 | 8% | -2% | 6 | -43 | -2% | 6%
NS(=O)(=O)c1cccc(NS(=O)(=O)c2ccc(/C=C/C(=O)O)cc2)c1 | 5 | 5% | 27% | -8 | 7% | -35% | 1 | -4 | -2% | 0%

Another view of some results above.
COc1ccc(NC(=O)CCn2ccnc2)c(OC)c1
  FBPA coupling cs: 5; GALK inh: nt; Tb PFK inh: -7%; Giardia kill: -1; CXXC DNA block: 2%; A-T KAP1 phos: 5%; KCNH2 WT inh: 18; TSHR antagonist: 0; TCR act: -1%; Chronic BCR inh: 0%

Cc1cc2[nH]c(=O)cc(-c3ccccc3)n2n1
  FBPA coupling cs: 0; GALK inh: 0%; Tb PFK inh: -2%; Giardia kill: -18; CXXC DNA block: 8%; A-T KAP1 phos: -8%; KCNH2 WT inh: 36; TSHR antagonist: 41; TCR act: 12%; Chronic BCR inh: ?

NS(=O)(=O)c1cccc(NC(=O)CCSc2ccccc2Cl)c1
  FBPA coupling cs: 1; GALK inh: 0%; Tb PFK inh: -3%; Giardia kill: -3; CXXC DNA block: 4%; A-T KAP1 phos: 5%; KCNH2 WT inh: 0; TSHR antagonist: 3; TCR act: -3%[46.1 µM]; Chronic BCR inh: ?

COc1ccc(Cc2nnc(NC(=O)Cc3cccs3)s2)cc1OC
  FBPA coupling cs: 3; GALK inh: -3%; Tb PFK inh: -12%; Giardia kill: -25; CXXC DNA block: -6%; A-T KAP1 phos: 1%; KCNH2 WT inh: -34; TSHR antagonist: -3; TCR act: -7%[46.1 µM]; Chronic BCR inh: 16%
